TrxR1 substrate = is turned over as a substrate by rat TrxR1. purified TrxR1 substrate turnover, NADPH consumption readout. Potency, µM (series often up to 114 µM), for the others: at the top dose activity change, negative = substrate turnover. 0.01% of 390,000 active; also: potency is read from the fitted curve at half-maximal effect; % is scaled to controls: 0 for no effect and ±100 for the full control effect; nearly all actives have a fitted effect of over 50% in size
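Rat TrxR1, dispensed at 90 nM, was prereduced with 400 uM NADPH (final) for 5 min at ~22 deg C, then incubated with compound 15 min before 400 uM selenite. A first-read NADPH fluorescence drop versus no-compound background flagged substrates.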
Vif-A3F inh = inhibitors of Vif-A3F interaction | HeLa A3F-eYFP + Vif (tagged APOBEC3F with the HIV-1 protein that degrades it), YFP fluorescence increase | Potency, µM (top dose mostly 46.1 µM), inactives show at the top dose activity, negative = active | 0.2% of 390,000 active | AID 602313; also: potency is read from the fitted curve at half-maximal effect; % of control where 0% means no effect; nearly all actives have a fitted effect of over 65% in size
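HeLa cells stably expressing A3F-eYFP plus Vif, plated and incubated overnight at 37 deg C, then exposed to compounds overnight at 37 deg C. Blocked degradation read as raised yellow fluorescence (Ex 488/Em 500-530).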
USP1-UAF1 inh = USP1/UAF1 (human) deubiquitinase inhibition | Potency, µM (highest dose often 57.1 µM), without a hit: top-dose activity change, negative = inhibition, actives largely listed as inhibitors | AID 743255 | recombinant USP1/UAF1, Ub-Rhodamine cleavage fluorescence | 0.23% of 390,000 active | O94782; also: potency is read from the fitted curve at half-maximal effect; % is scaled to controls: 0 for no effect and ±100 for the full control effect; nearly all actives have a fitted effect of over 60% in size; inactives centre near -12
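High-throughput fluorogenic screen: 1nM USP1/UAF1 complex, Ub-Rho substrate 150nM final, 50mM HEPES pH 7.8 with 0.5mM EDTA, 0.1 mg/ml BSA, 1mM TCEP and 0.01% Tween-20.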
Glioma ERSR ind = induces the endoplasmic reticulum stress response in human glioma cells; U87-MG GRP78 promoter luciferase reporter, 16 h; Potency, µM, without a hit: top-dose activation, actives largely listed as activators; 0.02% of 420,000 active; AID 602332; also: potency is read from the fitted curve at half-maximal effect; series mostly up to about 76 µM; % of control where 0% means no effect; nearly all actives have a fitted effect of over 35% in size
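Stably transfected U87-MG glioma cells carrying a GRP78-based luciferase sensor; 16 h compound incubation. Luminescence end-point read 10 min after Bright-Glo addition at room temperature.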
mIDH1 inhibitor = inhibitors of human mutant IDH1 R132H | IDH1-R132H enzyme, NADPH consumption, diaphorase/resazurin fluorescence | AID 602179 | 0.093% of 390,000 active | Potency, µM (doses to about 76.6 µM), for inactives: at the top dose activity change, negative = inhibition, actives largely listed as inhibitors | O75874; also: potency is read from the fitted curve at half-maximal effect; % is scaled to controls: 0 for no effect and ±100 for the full control effect; nearly all actives have a fitted effect of over 65% in size
Target sequence (O75874 whole entry R132H, stated change not applied): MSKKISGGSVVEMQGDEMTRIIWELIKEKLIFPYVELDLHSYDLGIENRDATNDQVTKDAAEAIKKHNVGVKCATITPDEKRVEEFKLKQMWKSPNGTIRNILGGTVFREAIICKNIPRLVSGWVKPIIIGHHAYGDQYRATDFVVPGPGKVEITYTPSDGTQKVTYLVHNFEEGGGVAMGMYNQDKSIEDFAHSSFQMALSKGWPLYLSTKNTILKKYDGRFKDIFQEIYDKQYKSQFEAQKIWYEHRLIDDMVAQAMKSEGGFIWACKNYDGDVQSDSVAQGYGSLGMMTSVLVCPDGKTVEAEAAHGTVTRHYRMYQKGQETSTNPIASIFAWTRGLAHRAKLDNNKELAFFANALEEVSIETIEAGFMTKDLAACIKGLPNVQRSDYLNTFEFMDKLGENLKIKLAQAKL
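IDH1-R132H (0.5 ug/mL) preincubated 30 min with compound, then NADPH (0.016 mM) and alpha-KG (2 mM) added; 80 min at RT, pH 7.5. Remaining NADPH coupled via diaphorase/resazurin to fluorescence (540/590 nm); concentration-response curves normalized to no-enzyme control.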
rTrxR1 inhibitor = rat TrxR1 inhibition | O89049 | recombinant rTrxR1, NADPH fluorescence consumption, selenite substrate | 1% of 390,000 active | Potency, µM (highest dose often 114 µM), for inactives: at the highest dose activity change, negative = inhibition, hits mostly inhibitors; also: potency is read from the fitted curve at half-maximal effect; % is scaled to controls: 0 for no effect and ±100 for the full control effect; nearly all actives have a fitted effect of over 65% in size
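Rat TrxR1 (90 nM in the dispensed reagent) was pre-reduced with 400 uM NADPH for 5 min at room temperature, then incubated with compound for 15 min. After 400 uM selenite was added, NADPH fluorescence (Ex 340/Em 450 nm) was followed for 8 min.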
Vif-APOBEC3G blk = Vif-A3G binding inhibition; Q9HC16; HeLa A3G-eYFP + Vif (tagged APOBEC3G with the HIV-1 protein that degrades it), YFP fluorescence, overnight; Potency, µM (titrated, usually from 46.1 µM), without a hit: top-dose activity, negative = active, usual class: inhibitors; 0.076% of 410,000 active; AID 602310;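 also: potency is read from the fitted curve at half-maximal effect; % is scaled to controls: 0 for no effect and ±100 for the full control effect; nearly all actives have a fitted effect of over 60% in size; hits raise eYFP signal because A3G escapes Vif-driven loss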
Target sequence (Q9HC16 whole entry, looked up): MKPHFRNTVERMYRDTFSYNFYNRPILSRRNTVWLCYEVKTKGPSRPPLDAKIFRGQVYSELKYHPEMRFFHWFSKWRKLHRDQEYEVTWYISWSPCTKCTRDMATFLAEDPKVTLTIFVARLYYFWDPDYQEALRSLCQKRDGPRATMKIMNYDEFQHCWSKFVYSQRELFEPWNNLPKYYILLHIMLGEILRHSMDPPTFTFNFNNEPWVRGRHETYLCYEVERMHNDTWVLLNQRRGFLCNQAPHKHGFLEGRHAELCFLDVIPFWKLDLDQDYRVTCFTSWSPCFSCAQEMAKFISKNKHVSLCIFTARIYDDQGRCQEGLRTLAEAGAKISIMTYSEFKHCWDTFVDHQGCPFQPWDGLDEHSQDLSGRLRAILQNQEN
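Read-out is eYFP fluorescence (Ex 488/Em 500-530) from Vif-expressing HeLa A3G-eYFP cells; more signal means A3G escaped Vif-mediated degradation. Cells plated overnight, compound pinned in, incubated overnight at 37 deg C.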
LDHA block = inhibitors of human lactate dehydrogenase A. activity change, % (values are at about 110 or 230 µM). purified LDHA, NADH/diaphorase-resazurin fluorescence; hits give low values. 0.15% of 480,000 active; in the data active = activity change below about -30%; inconclusive = mostly about -25% to -30%;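 also: plate controls were DMSO wells for no effect and wells without enzyme for full effect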
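Resorufin fluorescence (ex540/em590), read at 0 and 20 min after diaphorase/resazurin addition, reports the NADH left after a 5 min room-temperature reaction of 2 nM human LDH5 with 0.06 mM NADH and 0.2 mM pyruvate.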
RGS4 inhibitor = human RGS4 inhibition; P49798; Transcreener GDP fluorescence polarization, RGS4-accelerated GTP hydrolysis; Potency, µM (top dose mostly 114 µM), inactives show at the top dose activity change, negative = inhibition, usual class: inhibitors; 0.039% of 390,000 active; also: potency is read from the fitted curve at half-maximal effect; % is scaled to controls: 0 for no effect and ±100 for the full control effect; nearly all actives have a fitted effect of over 75% in size; some results filed as inactive show a strong effect at the top dose
Target sequence (P49798 whole entry, looked up): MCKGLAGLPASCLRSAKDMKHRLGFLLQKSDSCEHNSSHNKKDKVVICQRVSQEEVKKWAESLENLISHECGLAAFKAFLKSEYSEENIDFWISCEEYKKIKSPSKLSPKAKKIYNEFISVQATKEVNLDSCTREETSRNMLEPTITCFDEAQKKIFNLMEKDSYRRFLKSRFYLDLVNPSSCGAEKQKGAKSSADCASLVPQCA
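MLSMR compounds (23 nl, pin-transferred) preincubated 10 min at room temperature with a 500nM (2x) first reagent, then RGS4 at 900nM (2x) plus Transcreener GDP mix added; fluorescence polarization (620/688 nm) read before and after 90 min at 30 °C.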
* hit, by the source's call; ? = inconclusive; & = joins results of further samples; [ ] = another dose, or the depositor's remark. Unless noted, calls follow the shape of the dose curve; as a rule, active = well fitted curve in the direction sought with a large enough effect; inconclusive = small, poorly fitted or top-dose-only effect, or another doubt; inactive = no such curve, though single readings can be large; an effect the other way counts as inactive or inconclusive. These rows are one share of the data; count on the stated rates, not on these rows.

smiles	rTrxR1 inhibitor	Vif-APOBEC3G blk	Vif-A3F inh	LDHA block	RGS4 inhibitor	USP1-UAF1 inh	Glioma ERSR ind	TrxR1 substrate	mIDH1 inhibitor
O=C(O)c1ccc(-c2ccc(/C=C3\NC(=O)N(Cc4ccc(Cl)cc4)C3=O)o2)cc1	9%	-2%	-16%	-3	5%	-16%	-1%	2%	-1%
COc1cccc(OC)c1NC(=O)C1CCCN1C(=O)Nc1ccccc1Cl (stereo not drawn)	29%[57.1 µM]	1%	2%	-4	-10%	-5%	-3%	10%[57.1 µM]	3%
COc1ccc(Cl)cc1S(=O)(=O)N1CCCc2ccccc21	-3%	0%	1%	1	7%	-18%	1%	-10%	2%
CC(NC(=O)c1cc(-c2cccnc2)nc2ccc(Br)cc12)C1CCCO1 (stereo not drawn)	2%	1%	-10%	-4	-12%	-3%	-6%	-7%	-2%
Cc1ccc(S(=O)(=O)N2CCCCC2)cc1NC(=O)CSc1nnc(N)s1	37%[activator]	1%	-1%	-8	6%	-10%	-5%	-1%	2%
S=c1[nH]nc(Cc2ccccc2)n1-c1ccc(Cl)cc1	-18%[57.1 µM]	-3%	-19%	-7	-28%	-13%	-2%	10%[57.1 µM]	11%
O=C(O)CC(C(=O)OC1CCCCC1)N1CCOCC1 (stereo not drawn)	12%	1%	-3%	-4	28%	0%	-1%	4%	1%
Cc1cc(Cn2nc(C(=O)NCc3cccc(C(F)(F)F)c3)cc2-c2ccccc2)on1	6%	-4%	6%	1	11%	4%	-3%	-6%	-2%
COc1cccc(C2C3=C(CC(C)(C)CC3=O)OC(N)=C2[N+](=O)[O-])c1 (stereo not drawn)	-4%[57.1 µM]	0%	-4%	-8	13%	-3%	-2%	-5%[57.1 µM]	7%
O=C(NCC1CCCO1)C1c2ccccc2C(=O)N1Cc1ccc2c(c1)OCO2 (stereo not drawn)	9%	-7%	2%	2	-47%	7%	0%	8%	0%
CCN(CC)S(=O)(=O)c1ccc(N2CCOCC2)c(NC(=O)c2nn(C)c(=O)c3ccccc23)c1	13%	-7%	1%	-1	-5%	-16%	-6%	-3%	3%
COC(=O)C1CCCN1C(=O)C12CC3CC(CC(C3)C1)C2 (stereo not drawn)	10%	0%	4%	-3	1%	2%	0%	7%[57.1 µM]	-1%
O=C(CSc1ccc(-c2cccnc2)nn1)Nc1ccc(Br)cc1	-19%	-1%	7%	-7	-23%	-2%	-5%	-11%	1%
Cc1ccc(OCC(=O)N(C)C2CCCCC2)c([N+](=O)[O-])n1	9%	-1%	-4%	-4	-13%	-10%	-1%	7%[57.1 µM]	4%
S=c1[nH]c2ccc(Cc3ccc4[nH]c(=S)[nH]c4c3)cc2[nH]1	1%	2%	6%	-1	?	-14%	-4%	-6%	-2%
COc1cc(-c2noc(C)c2/C=C/c2ccc(OC(C)=O)cc2)cc(OC)c1OC	?	?	-4%	0	-6%	-14%	1%&3%	5%&0%	-9%
CS(=O)(=O)N1CCCC(C(=O)NCc2ccccn2)C1 (stereo not drawn)	22%	1%	0%	-2	6%	-23%	-1%	-7%	-2%
COc1ccc(N2CCN(C(=O)c3ccccc3NC(=O)C3=C(C)OCCS3)CC2)cc1	-34%	2%	-3%	-7	12%[11.4 µM]	-10%	2%	-10%	-4%
O=C(Cc1ccsc1)N1CCc2c([nH]c3ccccc23)C1c1ccccn1 (stereo not drawn)	2%	-1%	-19%	2	?	-19%	1%	2%	6%
S=C(Nc1cccc2ccccc12)NN1CCCCCC1	-2%	0%	22µM*	-1	-40%	-9%	-3%	-1%	-2%
COc1ccc(S(=O)(=O)N(C)CC(=O)NCC2CCCO2)cc1OC (stereo not drawn)	16%	1%	5%	-2	-12%	-13%	-5%	4%	3%
C[C@H](NC(=O)c1ccccc1Cl)C(=O)OCc1cn2cc(Cl)ccc2n1	-1%	-1%	2%	-8	27%	-19%	-2%	-1%	4%
COC(=O)CCc1nc2cc(Cl)ccc2n(Cc2ccccc2)c1=O	1%	-9%	-5%	-7	14%	-16%	-2%	-5%	-13%
CCCC(=O)Nc1ccc(C(=O)NNC(=S)NC(=O)c2ccc(Br)o2)cc1	-26%[57.1 µM]	3%	0%	-8	?	-14%	-2%	-4%[57.1 µM]	7%
Cc1nc2cc(OCc3cc(C(=O)NC(C)c4cn(C)nc4C)no3)ccc2s1 (stereo not drawn)	12%	1%	-14%	3	-21%	-22%	1%	3%	2%
CCOc1ccccc1CNC(=O)c1ccc2nc(CCc3ccccc3)oc2c1	18%[57.1 µM]	?	4%	-9	8%	-20%	-6%	2%[57.1 µM]	0%
Cc1ccn2c(=O)nc(SCC(=O)NCc3ccco3)nc2c1	?	0%	-5%	5	-16%	-22%	-7%	-9%	3%
Cc1ccc(-c2nnn(CC(=O)N(c3ccccc3)C(C(=O)NC3CCCC3)c3ccco3)n2)o1 (stereo not drawn)	17%	-2%	-3%	-3	-19%	-6%	-3%	5%	-1%
COc1ccc(NC(=O)c2cccnc2Cl)c(S(=O)(=O)N2CCOCC2)c1	5%	3%	3%	-15	-14%	-15%	-4%	1%	5%
C/C(CC(=O)Nc1ccc([N+](=O)[O-])cc1)=N\NC(=O)c1ccccc1[N+](=O)[O-]	1%[57.1 µM]	0%	-19%	-5	-10%	-19%	-6%	9%[57.1 µM]	1%
O=C(COc1ccccc1)Nc1ccccc1OCc1cc(=O)n2ccccc2n1	8%[57.1 µM]	2%	7%	-4	-3%	-9%	-1%	1%[57.1 µM]	2%
COc1ccc(CNC(=O)N2CCN(c3ccc(F)cc3)CC2)cc1	6%[57.1 µM]	-1%	-6%	-8	9%	-21%	-3%	-4%	8%
O=C(Nc1ccc(Cl)cc1)c1ccsn1	22%[57.1 µM]	0%	-10%	0	-24%	-19%	4%	-2%[57.1 µM]	-1%
O=C(Nc1ccccc1)N(C1=NCCCCS1)c1ccccc1	-2%	0%	2%	0	-12%	-10%	3%	-6%	7%
Cc1ccc(Cl)cc1Nc1sc(C(=O)c2ccc(F)cc2)c(N)c1S(C)(=O)=O	-13%	1%	-2%	5	-26%	1%	-1%	2%	15%
CCn1c(N)c(C(=O)NCC2CCCO2)sc1=S (stereo not drawn)	-26%	-1%	-4%	-3	?	-22%	1%	-10%	8%
CC(=O)N1c2ccccc2C(C)(c2ccccc2)CC1(C)C (stereo not drawn)	-1%	6%	2%	-1	-10%[11.4 µM]	-5%	-2%	8%[57.1 µM]	3%
COc1cccc(C(NC(C)=O)c2ccc3cccnc3c2O)c1 (stereo not drawn)	15%	-16%	?	25	-11%[56.9 µM]	-22%	4%	4%	1%
COc1ccc(CCNC(=O)CSc2cn(CCNC(=O)c3c(F)cccc3F)c3ccccc23)cc1OC	21%	-3%	-7%	-13	2%	-24%	-3%	6%[11.4 µM]	-21%
COc1ccc(CNc2ccc(S(N)(=O)=O)cc2)c(OC)c1OC	19%	0%	-3%	-1	-9%	-10%	-2%	2%	10%
CCCn1c(NC(=O)C23CC4CC(CC(O)(C4)C2)C3)nc2ccccc21	-11%	2%	1%	0	1%	-14%	-3%	-13%	17%
O=C(NCc1ccco1)C1CC(c2ccccc2C(F)(F)F)=NO1 (stereo not drawn)	-1%	-20%	-9%	-1	-15%	-17%	0%	-1%	3%
CC(NS(=O)(=O)c1ccc2c(c1)oc(=O)n2C)c1ccccc1 (stereo not drawn)	15%	-1%	-6%	-15	-17%	-16%	-4%	-1%	7%
Cc1occc1C(=O)Nc1nnc(C(F)(F)F)s1	-4%	-1%	-10%	3	22%	1%	0%	-3%	13%
COc1ccc(NC(=O)CSc2nc(NS(=O)(=O)c3ccccc3)cc(=O)[nH]2)cc1	45%[activator]	1%	-13%	1	?	13%	-2%	6%	8%
Cn1c(=O)c2cc(S(=O)(=O)NCCC(=O)Nc3ccccc3F)ccc2n(C)c1=O	10%	2%	-4%	-1	-28%	-8%	-5%	8%	0%
Cc1ccc(CNC(=O)CC2Sc3ccccc3NC2=O)cc1 (stereo not drawn)	25%	2%	-20%	-6	-9%	-8%	0%	10%	5%
COc1ccccc1/C=N/n1c(N)c(S(=O)(=O)c2cccs2)c2nc3ccccc3nc21	5%	-2%	-2%	0	4%	-10%	-2%	2%	2%
CC(C)Nc1nc2c(S(=O)(=O)c3cccc(Cl)c3)nnn2c2ccsc12	19%	-1%	-4%	5	18%	-9%	-1%	10%	1%
Fc1ccccc1N1CCN(c2ncnc3onc(-c4cccc(Cl)c4)c23)CC1	37%[activator]	-3%	-8%	-3	-1%	-20%	-3%	20%	1%

Entries of single compounds, quoted from the list. Order of values: rTrxR1 inhibitor, Vif-APOBEC3G blk, Vif-A3F inh, LDHA block, RGS4 inhibitor, USP1-UAF1 inh, Glioma ERSR ind, TrxR1 substrate, mIDH1 inhibitor
Profile of CCCn1c(NC(=O)C23CC4CC(CC(O)(C4)C2)C3)nc2ccccc21 : -11%, 2%, 1%, 0, 1%, -14%, -3%, -13%, 17%
Profile of O=C(Cc1ccsc1)N1CCc2c([nH]c3ccccc23)C1c1ccccn1 (stereo not drawn) : 2%, -1%, -19%, 2, ?, -19%, 1%, 2%, 6%

Screening data as filed in PubChem.
